p53ts 39C tox: qHTS Screen for Compounds that Selectively Target Cancer Cells with p53 Mutations: Cytotoxicity of p53ts Cells at the Nonpermissive Temperature. H1299-p53A138V viability at 39C, ATP luminescence, 24 h. Potency, µM (top dose mostly 46.1 µM), inactives show at the top dose activity change, negative = cell killing, usual class: cytotoxic. actives 1.5% (n = 130,000). AID 902, 2007; note: nearly all actives have a fitted effect of over 55% in size
p53ts 32C kill: qHTS Screen for Compounds that Selectively Target Cancer Cells with p53 Mutations: Cytotoxicity of p53ts Cells at the Permissive Temperature | Potency, µM (highest dose often 46.1 µM), inactives show at the top dose activity change, negative = cytotoxicity, usual class: cytotoxic | H1299-p53A138V at 32C, ATP luminescence viability, 24 h | AID 924, 2007 | actives 0.93% (n = 130,000);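 note: 0% = DMSO and -100% = full killing by reference compound; nearly all actives have a fitted effect of over 55% in size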
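Viability by ATPlite luminescence after 24 h compound treatment (up to 46 uM) at the permissive 32C. Cells are H1299 carrying p53 A138V. Scale runs from DMSO basal to 100 uM tamoxifen as full kill; AC50 from Hill fits.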
IkB signaling: IkB Signaling; ABC-DLBCL IkBa-CBG/CBR dual luciferase ratio, 4 h; response scale: scaled: untreated 0%, proteasome inhibitor 100%; AID 445, 2006; actives 0.04% (n = 110,000); Potency, µM (highest dose often 57.1 µM), inactives show at the top dose IkBa stabilization activation; active = well fitted curve in the direction sought with a large enough effect in the signal ratio, not every such curve was filed as active; inconclusive = small, poorly fitted or top-dose-only effect, or a change in a side signal; the % refers to the signal ratio;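 note: the direction sought is a rising ratio; 0% = basal untreated cells and 100% = reference inhibitor full response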
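Luminescence ratio of IκBα-fused green versus native red beetle luciferase in OCI-Ly3 cells, 4 h post-doxycycline with compound; red signal alone, scaled from basal (0%) to zero light (-100%), flagged nonspecific or cytotoxic effects.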
Peg3 imprint: qHTS Assay for Compounds that Induce Erasure of Genomic Imprints; mouse ES Peg3-LacZ reporter, beta-gal luminescence, 40 h; actives 0.02% (n = 110,000); Potency, µM (highest dose often 60.7 µM), without a hit: at the top dose activity change, positive = activation, actives largely listed as activators;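 note: 0% = negative control wells on the plate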
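Imprint erasure is scored as LacZ activity from the silenced maternal Peg3 allele in feeder-free female ES cells cultured 40 h with LIF. Luminescence is normalized to in-plate negative controls and fitted to the Hill equation.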
An asterisk follows results filed as active; u = inconclusive; x = no result given; [ ] = dose if it differs, or a comment. Unless noted, calls come from the whole dose curve; as a rule, active = well fitted curve in the direction sought with a large enough effect; inconclusive = small, poorly fitted or top-dose-only effect, or another doubt; inactive = no such curve, though single readings can be large; an effect the other way counts as inactive or inconclusive. Unless noted, % is set by controls: 0 for no effect and ±100 for the full control effect; potency is the fitted concentration of half-maximal effect.

SMILES	p53ts 39C tox	p53ts 32C kill	IkB signaling	Peg3 imprint
C=C(C)Cn1c(SCCN2CCOCC2)nc2c1c(=O)[nH]c(=O)n2C	15%	14%	x	x
O=C(NC1CCCCC1)C1CCN(c2cnccn2)CC1	10%	0%	0.2%	-5%
Nc1c(C(=O)c2ccc3c(c2)OCO3)sc(Nc2ccccc2F)c1S(=O)(=O)c1ccccc1	-1%	11%	-0.1%	-10%[10.9 µM]
CCOC(=O)CSc1nnc(-c2ccc(OC)cc2)n1CC	6%	-14%	-0.7%	x
O=C(c1ccco1)N1CCN(Cc2cccc(F)c2)CC1	10%	13%	-1.9%	-22%
CCc1cc2c(N3CCCCC3)ncnc2s1	-9%	0%	u	-7%
COc1ccc2c(CNCc3cccs3)c(C(=O)O)n(Cc3cccc(F)c3)c2c1	-7%	-2%	1.0%	-12%[10.9 µM]
Cc1nc(-c2ccccc2)sc1-c1ccc(SCC(=O)NCc2ccccc2)nn1	-2%	-5%	-0.9%	-14%[10.9 µM]
CC12CCC(C(=O)NC3CCCC3)(CC1=O)C2(C)C (stereo unspecified)	7%	3%	4.0%	-9%
COc1ccc(OC)c(-c2csc3nnc(SCC(=O)Nc4ccc(NC(C)=O)cc4)n23)c1	7%	3%	-0.8%	-13%
Cc1cc(C)n(-c2ccc(C(=O)Nc3ccc4c(c3)OCCO4)cc2)n1	u	u	u	-14%
COC(=O)c1cc2c(s1)-c1ccccc1OC2	-7%	-2%	-0.2%	-17%
Cc1ccc(Cn2nc(C)c(NC(=O)C3(C)CC3(Br)Br)c2C)cc1 (stereo unspecified)	13%	9%	x	x
c1cncc(-c2cncnc2NCc2cccs2)c1	7%	9%	0.4%[11.4 µM]	-9%
COc1ccccc1C(=O)Nc1nnn(C)n1	-1%	8%	-0.9%	0%
CC(=O)CSc1nnc2[nH]c(=O)cc(N)n12	31%[activator]	2%	-1.5%	17%[10.9 µM]
O=C(CCCOc1ccccc1)N1CCc2ccccc2C1	3%	12%	-5.2%	-14%
CCC12C=C(/C=C/c3ccccc3)C(CC)(C1)C(c1ccccc1)CC2=O (stereo unspecified)	-2%[9.22 µM]	6%[9.22 µM]	x	x
CCOC(=O)N1CCN(C(=O)c2ccc(N3CCCC3=O)cc2)CC1	7%	-7%	0.1%	-7%
NCc1ccc(C(=O)O)cc1	-1%[9.22 µM]	5%[9.22 µM]	0.7%[11.4 µM]	5%[10.9 µM]

Retrieved by structure from above (2):
SMILES	p53ts 39C tox	p53ts 32C kill	IkB signaling	Peg3 imprint
c1cncc(-c2cncnc2NCc2cccs2)c1	7%	9%	0.4%[11.4 µM]	-9%
O=C(CCCOc1ccccc1)N1CCc2ccccc2C1	3%	12%	-5.2%	-14%

(next part)
SMILES	p53ts 39C tox	p53ts 32C kill	IkB signaling	Peg3 imprint
COc1cc(C2NC(=O)C(C#N)=C(S)N2c2ccccc2)ccc1OC(C)C (stereo unspecified)	-2%	-1%	x	x
CN(CC(=O)O)S(=O)(=O)c1cccs1	3%	5%	-1.0%	-3%
CCc1ccccc1OCCCCN1CCCC1	-1%	-5%	0.1%	-10%
C=CCn1c(-c2c[nH]c3ccccc23)n[nH]c1=S	2%	8%	1.0%	-8%
N#Cc1ccc(CN2CC3(CCN(C(=O)c4cnccn4)CC3)C2)cc1	-2%	-4%	1.4%[11.4 µM]	x
COc1ccccc1N1CCN(C(=O)CSc2n[nH]c(-c3ccccc3)n2)CC1	2%	4%	0.4%	-4%[10.9 µM]
Cc1ccn2c(=O)c(C(=O)NCc3ccccc3Cl)c(O)nc2c1	17%	0%	-1.0%	-5%[10.9 µM]
Cc1ccc(N2CCN(C(=O)c3c(C)oc4ncnc(N5CCCCC5)c34)CC2)c(C)c1	20µM*	15%	u	15%[10.9 µM]
COc1ccc(-c2nnc(SCC(=O)N(C)C3CCCCC3)o2)cc1OC	-1%	2%	u	-9%[10.9 µM]
c1ccc(CCNc2ncnc3c2nnn3Cc2ccccc2)cc1	-27%	-5%	-3.4%	x
COc1ccccc1CNC(=O)CCCNS(=O)(=O)c1cccc2nsnc12	8%	22%	-0.1%	-2%
CC[C@H]1C2=C3C(CC[C@H]4C(OC)OC[C@](C)([C@@H]34)N(C(=O)OC(C)(C)C)C2)C(CO)C1CO (stereo partly specified)	13%	5%	x	-4%
Cc1ccccc1-n1nc(-c2ccc(N)cc2)cc1N	3%	15%	x	x
CCN1C(=O)c2ccccc2S(=O)(=O)c2ccc(C(=O)NCc3ccc(F)cc3)cc21	-7%	3%	0.4%	-13%[10.9 µM]
COC(=O)[C@@]1(Cc2ccc(F)cc2)[C@H]2c3cc(C(=O)N4CCCC4)n(Cc4ccc(Cl)c(C(F)(F)F)c4)c3C[C@H]2CN1C(=O)c1ccccc1	-13%	15%	x	-25%
COc1ccc(CCNC(=O)c2oc3ccc(S(=O)(=O)N4CCOCC4)cc3c2C)cc1OC	-1%	-11%	u	-13%
O=C(CSC1=NCCS1)N1CCCC1	-9%	-2%	-0.2%	-7%
Cc1c(C)n(Cc2ccccc2)c2ccc(C(=O)NC(C)c3ccccc3)cc12 (stereo unspecified)	-15%	-9%	-3.7%	-5%[10.9 µM]
Cc1ccc(-c2ccc(=O)n(CC(=O)NCCN3C(C)CCCC3C)n2)cc1 (stereo unspecified)	-5%	-13%	0.2%	-7%
Cc1ccc2c(c1)N(C(=O)CCC(=O)NCc1cccs1)CC(C)O2 (stereo unspecified)	5%	-1%	-0.6%	-12%[10.9 µM]

The last six records of the section above lead into the next:
SMILES	p53ts 39C tox	p53ts 32C kill	IkB signaling	Peg3 imprint
COC(=O)[C@@]1(Cc2ccc(F)cc2)[C@H]2c3cc(C(=O)N4CCCC4)n(Cc4ccc(Cl)c(C(F)(F)F)c4)c3C[C@H]2CN1C(=O)c1ccccc1	-13%	15%	x	-25%
COc1ccc(CCNC(=O)c2oc3ccc(S(=O)(=O)N4CCOCC4)cc3c2C)cc1OC	-1%	-11%	u	-13%
O=C(CSC1=NCCS1)N1CCCC1	-9%	-2%	-0.2%	-7%
Cc1c(C)n(Cc2ccccc2)c2ccc(C(=O)NC(C)c3ccccc3)cc12 (stereo unspecified)	-15%	-9%	-3.7%	-5%[10.9 µM]
Cc1ccc(-c2ccc(=O)n(CC(=O)NCCN3C(C)CCCC3C)n2)cc1 (stereo unspecified)	-5%	-13%	0.2%	-7%
Cc1ccc2c(c1)N(C(=O)CCC(=O)NCc1cccs1)CC(C)O2 (stereo unspecified)	5%	-1%	-0.6%	-12%[10.9 µM]
CCS(=O)(=O)N1CCC(NC(=O)c2ccco2)CC1	8%	-6%	3.4%	5%
Cc1cccc(Cn2c(=O)n(CC3CCC(C(=O)NC(C)C)CC3)c(=O)c3sccc32)c1 (stereo unspecified)	9%	-4%	0.7%	-8%[10.9 µM]
COC(=O)CN1C(=O)C2(OCCCO2)c2ccccc21	8%	5%	2.0%	8%
COc1ccc(C2OC3C(CO)OC(n4cnc5c(=O)[nH]c(N)nc54)C3O2)cc1 (stereo unspecified)	3%	4%	x	-7%
Fc1ccc(-c2nc(-c3cccs3)c(-c3cccs3)[nH]2)cc1	-12%	-8%	0.7%	-19%[10.9 µM]
CC(C)N1C(=O)CCC1C(=O)N1CCN(c2ccccn2)CC1 (stereo unspecified)	12%	-5%	-1.4%	-1%
COC(=O)c1ccc(Cn2c(SCc3ccccc3)nc3ccncc32)cc1	u	u	u	22%[10.9 µM]
CCOC(=O)C1=C(N)OC2=C(C(=O)CCC2)C1c1ccco1 (stereo unspecified)	-3%	4%	4.2%	6%
Cc1ccccc1OCC(=O)N(Cc1ccc(C(C)C)cc1)C1CCS(=O)(=O)C1 (stereo unspecified)	-1%	-2%	u	12%[10.9 µM]
Cc1ncc[nH]1	-9%	-11%[1.84 µM]	0.7%	-7%
Cc1ccc(-c2cc(C(=O)Nc3c(C)n(C)n(-c4ccccc4)c3=O)[nH]n2)c(O)c1	-2%	-2%	1.8%	-7%
Oc1c(CN2CCN(c3ccccc3)CC2)cc(Br)c2cccnc12	u	-4%[9.22 µM]	8.7%[11.4 µM]	-20%[10.9 µM]
Nc1ccc([N+](=O)[O-])cc1O	-2%	19%[1.84 µM]	0.7%	-3%
N=c1c2c(-c3ccccc3)c(-c3ccccc3)n(Cc3ccco3)c2ncn1CCO	4%	-9%	x	x
COc1ccc2[nH]c(=O)c(CNC3CCCCC3)cc2c1	-3%	0%	1.1%	4%
Cc1ccccc1NC(=O)C1CCC(CNS(=O)(=O)c2ccc3c(c2)C(C)(C)C(=O)N3C)CC1 (stereo unspecified)	2%	-4%	0.2%	-15%[10.9 µM]
Cc1nc(C)c(C(=O)Nc2nc3c(C)cccc3s2)o1	2%	10%	u	-18%
Clc1ccc(C(c2nnnn2C2CCCC2)N2CCN(Cc3ccncc3)CC2)cc1 (stereo unspecified)	1%	2%	1.3%	-11%
NC(=O)c1cc(Br)cc2c3c([nH]c12)CCCC3	u	84%[activator]	-4.8%	-6%
O=C(Cc1ncn[nH]1)NCCc1ccccc1	4%	-5%	-1.9%	-3%
CCCSC1=C(C#N)C(c2ccccc2C)C(C(=O)OC)C(=O)N1 (stereo unspecified)	-12%	4%	3.3%	-13%
O=[N+]([O-])c1ccc(-c2nc(-c3ccc(F)cc3)c(-c3ccncc3)[nH]2)cc1	21%	12%	x	-21%
Cc1cc(C)cc(NC(=O)c2c(C)oc3nc(C)nc(N4CCCC4)c23)c1	-16%	-3%	u	17%[10.9 µM]
O=C(O)c1cccc2[nH]c(C(F)(F)F)nc12	1%	0%	0.8%	-32%[inhibitor]
CCOC(=O)Cn1cnc2c(cnn2-c2ccc(C)c(C)c2)c1=O	3%	-19%	u	-8%[10.9 µM]
N#CCc1ccc(NS(=O)(=O)c2ccc(N3CCCC3=O)cc2)cc1	-1%	0%	-0.3%	-19%
CCOC(=O)c1c(C)n(S(=O)(=O)c2ccc(C)cc2)c2ccc(NS(=O)(=O)c3ccc(C)cc3)cc12	0%	23%	1.8%	-11%[10.9 µM]
Cc1ccc(CCNC(=O)c2oc(=O)c3ccccc3c2-c2ccc(C)cc2)cc1	0%	9%	u	-10%[10.9 µM]
CC(C)C(NC(=O)C12CC3CC(CC(C3)C1)C2)C(=O)NC1=NCCS1 (stereo unspecified)	0%	1%	x	x
Cc1ccc(N(C)C(=O)Cn2cc(S(=O)(=O)N3CCCC3)c(S(=O)(=O)N3CCCC3)c2)cc1	11%	-3%	0.0%	5%[10.9 µM]
Cc1ccc(C)c(C(=O)N2CCC(c3nc4c(nnn4Cc4ccccc4)c(=O)[nH]3)CC2)c1	-7%	20%	u	18%[10.9 µM]
Cc1cccc(NC(=O)CSc2nccn2-c2cccc(Cl)c2)c1C	-6%	-3%	u	-3%[10.9 µM]
CCOc1ccc(C2CC(c3cccc(OC)c3)Nc3nc(N)nn32)cc1 (stereo unspecified)	0%	8%	-3.5%	-7%
COCCNc1cc(N2CCN(C3CCCCC3)CC2)c2noc3c2c1C(=O)c1ccccc1-3	1%	5%	u	-6%[10.9 µM]
O=c1cc(C(F)(F)F)c2sc(N3CCCCC3)nc2[nH]1	-11%	-8%	-0.2%	15%
CCn1ccc2cc(S(=O)(=O)N3CCCN(C(=O)Nc4cc(Cl)ccc4C)CC3)ccc21	-4%	5%	u	-7%[10.9 µM]

Individual results from the results shown.
In p53ts 32C kill, `CC(C)C(NC(=O)C12CC3CC(CC(C3)C1)C2)C(=O)NC1=NCCS1` (stereo unspecified) shows 1%
In p53ts 32C kill, `CCOC(=O)c1c(C)n(S(=O)(=O)c2ccc(C)cc2)c2ccc(NS(=O)(=O)c3ccc(C)cc3)cc12` shows 23%
In Peg3 imprint, `Cc1ccc(N(C)C(=O)Cn2cc(S(=O)(=O)N3CCCC3)c(S(=O)(=O)N3CCCC3)c2)cc1` shows 5%[10.9 µM]
In Peg3 imprint, `CCOc1ccc(C2CC(c3cccc(OC)c3)Nc3nc(N)nn32)cc1` (stereo unspecified) shows -7%
In p53ts 39C tox, `O=C(O)c1cccc2[nH]c(C(F)(F)F)nc12` shows 1%

Reformatted with values under each structure: entries from further up
The line under a structure holds: p53ts 39C tox | p53ts 32C kill | IkB signaling | Peg3 imprint
> CC(C)C(NC(=O)C12CC3CC(CC(C3)C1)C2)C(=O)NC1=NCCS1 (stereo unspecified)
 : 0% | 1% | x | x
> Cc1ccc(N(C)C(=O)Cn2cc(S(=O)(=O)N3CCCC3)c(S(=O)(=O)N3CCCC3)c2)cc1
 : 11% | -3% | 0.0% | 5%[10.9 µM]

Screening data from PubChem.
